# High-throughput results from PubChem.
# PfGluPho inh: PfG6PD (Plasmodium falciparum) enzyme inhibition | AID 504690 | 350,000 compounds, 0.78% hits | PfGluPho enzyme, NADPH resazurin-diaphorase fluorescence | inhibition, % at 20 µM;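 active = inhibition reaching at least a set limit at 20 µM in the primary screen, cut at about 59% in these data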;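 also: 0% = DMSO wells with substrate and 100% = DMSO wells lacking glucose-6-phosphate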
# NR3A LBD binder: modulators (binders) of human NR3A ligand-binding domain; NR3A LBD differential scanning fluorimetry, Tm shift; 0% = protein alone, 100% = glycine-bound protein; Tm shift relative to glycine control, % at 25 µM; 340,000 compounds, 2.5% hits; AID 1259313;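 active = melting temperature shift of at least 10% of the positive control shift, at one fixed dose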
# HKDC1 inh: blocks human hexokinase HKDC1 activity; Q2TB90; recombinant HKDC1, G6PDH/diaphorase resazurin coupled fluorescence; inhibition, % at 20 µM; 340,000 compounds, 0.16% hits;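 active = inhibition above about 35% when tested at 20 µM, limit read from the data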;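 also: plate controls were DMSO wells with enzyme for no effect and DMSO wells lacking enzyme for full effect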
#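 Assay system: in-house recombinant HK5 (HKDC1) enzyme. Input: HKDC1 at 5 µg/mL. Medium: Tris pH 8.0 buffer with MgCl2, Tween-20, BSA, BME. Dosing: single 20 µM dose. Schedule: 90 min reaction incubation at room temperature, dark. Signal: resazurin-to-resorufin fluorescence via G6PDH and diaphorase coupling, 525/613 nm. Controls: DMSO-enzyme wells negative, buffer-substituted wells positive.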
# SENP7 block: inhibitors of human SENP7 protease. inhibition, % at 5 µM. recombinant SENP7, Z-RLRGG-aminoluciferin luminescence, 40 min. Q9BQF6. 330,000 compounds, 1.5% hits;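 active = inhibition above about 50% at the single test dose, limit read from the data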;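 also: plate controls were DMSO with enzyme for no effect and no enzyme buffer wells for full effect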
# SENP6 inh: inhibitors of human SENP6 protease | AID 2599 | inhibition, % at 10 µM | Recombinant SENP6 catalytic domain, aminoluciferin luminescence | 330,000 compounds, 1.8% hits | Q9GZR1;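 active = inhibition above about 50% at the single tested dose, limit read from the data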;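 also: plate controls were DMSO wells with enzyme for no effect and DMSO wells lacking enzyme for full effect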
# Target sequence (Q9GZR1 628-1112 limits assumed): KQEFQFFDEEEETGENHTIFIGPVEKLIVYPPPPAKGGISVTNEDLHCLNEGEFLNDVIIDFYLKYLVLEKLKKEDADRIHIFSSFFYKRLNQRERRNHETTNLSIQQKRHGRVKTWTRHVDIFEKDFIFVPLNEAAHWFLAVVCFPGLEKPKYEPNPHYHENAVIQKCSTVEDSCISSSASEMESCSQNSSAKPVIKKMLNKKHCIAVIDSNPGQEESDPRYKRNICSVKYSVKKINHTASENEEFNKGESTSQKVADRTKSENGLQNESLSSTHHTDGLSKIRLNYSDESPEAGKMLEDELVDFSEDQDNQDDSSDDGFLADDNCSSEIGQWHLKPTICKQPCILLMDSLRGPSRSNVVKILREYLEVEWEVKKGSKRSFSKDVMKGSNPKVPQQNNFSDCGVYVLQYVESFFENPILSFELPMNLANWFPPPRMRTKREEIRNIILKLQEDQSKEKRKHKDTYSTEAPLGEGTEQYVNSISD
# SENP8 block: inhibitors of human SENP8 protease; AID 602440; Q96LD8; recombinant SENP8, Nedd8 substrate fluorescence; inhibition, % at 20 µM; 360,000 compounds, 0.64% hits; in the data active = inhibition mostly above about 40%, no sharp cut-off; inactive = mostly below about 27%
# Target sequence (Q96LD8 whole entry, looked up): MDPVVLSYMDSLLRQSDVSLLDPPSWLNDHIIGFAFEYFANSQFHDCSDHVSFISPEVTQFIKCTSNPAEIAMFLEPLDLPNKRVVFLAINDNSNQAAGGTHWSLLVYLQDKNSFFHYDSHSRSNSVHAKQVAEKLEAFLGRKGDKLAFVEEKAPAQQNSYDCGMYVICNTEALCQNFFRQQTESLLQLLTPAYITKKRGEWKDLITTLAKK
# ATG4B inh: inhibitors of human ATG4B cysteine protease. Q9Y4P1. ATG4B cleavage of LC3-PLA2, NBD-HPC fluorescence, 1 h. inhibition, % at 8.33 µM. 340,000 compounds, 0.51% hits. AID 504462; in the data active = inhibition above about 40%
# Target sequence (Q9Y4P1 whole entry, looked up): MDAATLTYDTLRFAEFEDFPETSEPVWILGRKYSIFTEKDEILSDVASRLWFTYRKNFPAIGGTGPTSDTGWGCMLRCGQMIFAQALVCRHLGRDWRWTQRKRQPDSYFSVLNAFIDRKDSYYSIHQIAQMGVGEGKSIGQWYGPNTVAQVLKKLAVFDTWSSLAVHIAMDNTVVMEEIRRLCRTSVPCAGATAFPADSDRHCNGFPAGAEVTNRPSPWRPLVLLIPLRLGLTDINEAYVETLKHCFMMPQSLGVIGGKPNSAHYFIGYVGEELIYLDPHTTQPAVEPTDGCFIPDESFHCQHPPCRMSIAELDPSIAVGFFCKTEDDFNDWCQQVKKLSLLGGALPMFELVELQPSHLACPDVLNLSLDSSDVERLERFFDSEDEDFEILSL
# MPTP inh: blocks calcium-induced mitochondrial swelling. isolated mouse mitochondria, Ca2+ swelling absorbance, 30 min. inhibition, % at 10 µM. 360,000 compounds, 1.4% hits. AID 602449;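 active = inhibition of 50% or more, scaled per plate between neutral and stimulator controls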;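 also: 0% = DMSO wells given calcium and 100% = 1 mM EGTA wells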
# An asterisk follows results filed as active; x = not tested or not shown. Random draw from the library; overall some 6.9% were active at least once.
SMILES,PfGluPho inh,NR3A LBD binder,HKDC1 inh,SENP7 block,SENP6 inh,SENP8 block,ATG4B inh,MPTP inh
CC1(C)Cc2c(sc(NC(=O)C(=O)N3CCCC3)c2C(=O)O)CO1,10,1,3,15,4,22,-5,-1.6
CC(C)NC(=O)CN(C)S(=O)(=O)c1ccc(F)cc1,-25,0,-9,8,5,24,-7,17
Cc1cc(=O)[nH]c(N/N=C/c2ccc(-c3ccc(F)cc3)o2)n1,4,-5,-6,9,27,-281,-4,-2.3
CC(=NO)c1ccc2c(c1)Cc1cc([N+](=O)[O-])ccc1-2,2,4,14,x,x,28,4,2.3
CC(=O)C1=C(C)NC(C)=C(C(C)=O)C1c1ccccc1,11,0,-5,0,2,41*,-3,0.3
CC1CCN(C(=O)C(=O)Nc2sc3c(c2C(N)=O)CC(C)(C)OC3)CC1,7,2,-1,-1,-26,11,-10,-1.8
COc1ccc(S(=O)(=O)N2CCN(S(=O)(=O)c3ccc4c(c3)OCCO4)CC2)cc1C,0,0,-3,0,4,23,-7,0.9
Cc1coc(C)c1C(=O)CC1(O)C(=O)N(Cc2ccccc2)c2ccccc21 (configuration not stated),-6,-10,0,-4,3,22,3,0.4
O=c1[nH]nc(SCc2nnc(-c3ccc([N+](=O)[O-])cc3)o2)n1C1CCCCC1,5,-2,1,5,1,21,-4,3.8
C(/C=C/c1ccco1)=N/N1CCN(c2ccccc2)CC1,20,1,-5,39,39,20,-2,-0.8
COc1cc(C(=S)N2CCOCC2)ccc1OC(=O)c1cc([N+](=O)[O-])cc([N+](=O)[O-])c1,22,1,-7,-5,-1,3,-1,-0.6
C=CCN(c1ccccc1)S(=O)(=O)c1cccc(C(=O)OCC(=O)NCCOC)c1,-4,-1,-2,-6,-4,3,-3,1.5
O=C(c1ccco1)N1CCN(C(=O)c2nn3cccnc3c2Cl)CC1,0,-4,-12,-11,-5,-7,3,16
COc1ccc(Nc2nc(N3CCCCC3)c3ccccc3n2)cc1,3,1,1,7,-6,-20,-8,44
COc1ccc(-c2nn(-c3ccccc3)cc2C(=O)Nc2nc(CC(C)=O)ns2)cc1,-16,-1,-5,-5,-14,-169,1,4.4
Fc1ccc(CSc2nc3ncc(Br)cc3[nH]2)cc1,-5,-1,2,-6,-14,23,4,1.1
O=C(c1ccc(Cl)c(S(=O)(=O)N2CCCC2)c1)N1CCN(c2ncccn2)CC1,18,-1,-9,6,-9,-8,3,1.1
c1ccc2cc(OCCN3CCCC3)ccc2c1,-5,1,-5,20,-31,9,1,1.2
COC(=O)CSc1nc2ncc(Cl)cc2[nH]1,28,-2,-4,4,-14,7,0,-3.6
CN(C)/C=C/C(=O)/C=C/c1ccc(Cl)cc1,-7,-2,1,-8,7,20,5,-2.0
CCCCOc1ccccc1NC(=O)c1ccc(=O)[nH]c1,-10,1,-3,-6,-6,6,-6,-1.6
CN(CCNC(=O)C1CCN(S(=O)(=O)c2cnc[nH]2)CC1)Cc1ccccc1,3,3,-5,-5,-12,31,-4,-1.8
O=C(Nc1ccccc1Oc1cccnc1)C1CCCN(Cc2ccc(F)cc2)C1 (configuration not stated),-3,2,0,7,-3,-2,12,0.0
CCn1cnc2c(NCCc3cccnc3)nc(C#N)nc21,2,0,-6,-3,0,-21,7,-0.6

# Compound profiles, as listed above. Order of values: PfGluPho inh | NR3A LBD binder | HKDC1 inh | SENP7 block | SENP6 inh | SENP8 block | ATG4B inh | MPTP inh
# O=c1[nH]nc(SCc2nnc(-c3ccc([N+](=O)[O-])cc3)o2)n1C1CCCCC1 is entered as 5 | -2 | 1 | 5 | 1 | 21 | -4 | 3.8
# CC(C)NC(=O)CN(C)S(=O)(=O)c1ccc(F)cc1 is entered as -25 | 0 | -9 | 8 | 5 | 24 | -7 | 17
# O=C(c1ccc(Cl)c(S(=O)(=O)N2CCCC2)c1)N1CCN(c2ncccn2)CC1 is entered as 18 | -1 | -9 | 6 | -9 | -8 | 3 | 1.1

# (next part)
SMILES,PfGluPho inh,NR3A LBD binder,HKDC1 inh,SENP7 block,SENP6 inh,SENP8 block,ATG4B inh,MPTP inh
Cc1ccc(C)c(N2C(=O)CC(Cc3ccccc3)C2=O)c1 (configuration not stated),-16,4,-5,9,13,4,6,-0.1
CC(=O)Nc1ccc(NC(=O)COc2ccc(S(=O)(=O)N3CCCC3)cc2)cc1,-8,0,-6,-3,-10,14,-4,-2.2
CCCCSc1nnc(-c2ccccc2NC(C)=O)c(=O)[nH]1,-23,-1,5,1,-11,-3,-2,3.4
COC(=O)CSc1ccccc1C(=O)OC,-9,1,-6,-3,-7,-4,8,-1.8
CCOC(=O)CSc1nn(C)c(=S)s1,9,0,2,-4,-4,8,-4,-3.1
O=C(COC(=O)CNC(=O)c1ccco1)Nc1ccc(Cl)cn1,4,1,3,3,15,11,-6,-0.4
COc1ccc(NC(=O)c2cccnc2Nc2ccc(OC)cc2)cc1,-4,6,-6,4,-7,18,-2,-2.9
COc1ccc(NC(=O)CCCc2nnc3n(C)c(=O)c4sccc4n23)cc1,9,2,-1,-7,7,-2,-4,-1.1
Cc1cc(OC(C)C(=O)N/N=C/CC(C)c2ccccc2)ccc1Cl (configuration not stated),-10,3,7,6,4,17,-3,-1.1
O=C(CSc1nnc(-c2ccncc2)o1)Oc1ccccc1,7,1,7,1,3,-40,-15,-0.6
O=C(CCN1C(=O)c2ccccc2C1=O)Nc1cc(F)ccc1F,-12,2,1,4,14,15,5,-0.6
CCOc1ccc(C(CC(=O)O)NC(=O)Cc2ccccc2)cc1OC (configuration not stated),-14,-1,4,1,2,15,3,0.0
CCOC(=O)CNC(=O)c1cccnc1,-10,1,-6,3,-13,26,-3,-1.6
Cc1ccccc1CSCC(=O)Nc1ccccc1F,24,-3,-4,-19,7,7,9,0.6
C=CCNc1nnc(SCC(=O)N2CCCCC2)c2ccccc12,5,0,13,0,-24,-257,-7,0.6
COC(=O)c1cn(C(=O)c2ccc(C)cc2)c2ccccc12,16,-4,-7,-13,-5,2,-9,3.0
CCOc1ccc(CCNC(=O)COC(=O)C2CCN(c3ccc(C(F)(F)F)cn3)CC2)cc1OCC,14,-4,1,7,-6,-32,-12,-0.2
CCN(CC)C(=O)c1ccc(-c2nnc(OC)c3ccccc23)cc1,-3,2,-1,1,-14,2,1,4.7
Cc1nn(-c2ccc(F)cc2)c(Cl)c1C(=O)NCC1CCCO1 (configuration not stated),-10,0,-4,4,-5,15,7,-1.1
Cc1ccc(-c2nc3ncccc3o2)cc1NC(=O)c1ccccc1,4,-2,4,10,-8,-11,-2,2.1
Cc1ccccc1NC(=O)CSCc1cc(=O)n2ccsc2n1,6,2,-4,-8,-4,1,-1,0.9
Cc1nnc(NC(=O)CSc2nnc(C)n2-c2ccc(F)cc2)s1,15,1,-14,-7,-8,15,-7,2.0
O=C(Nc1nc(-c2ccco2)c(-c2ccco2)s1)C1CC(=O)N(c2ccc3c(c2)OCCO3)C1 (configuration not stated),49,-5,15,7,-78,-331,15,0.9
Cn1c(SCC(=O)Nc2ccccc2Oc2ccccc2)nnc1C1CC1,9,1,-1,-4,-3,8,-1,-1.2

# Next section; it opens with the 4 that closed the last part.
SMILES,PfGluPho inh,NR3A LBD binder,HKDC1 inh,SENP7 block,SENP6 inh,SENP8 block,ATG4B inh,MPTP inh
Cc1ccccc1NC(=O)CSCc1cc(=O)n2ccsc2n1,6,2,-4,-8,-4,1,-1,0.9
Cc1nnc(NC(=O)CSc2nnc(C)n2-c2ccc(F)cc2)s1,15,1,-14,-7,-8,15,-7,2.0
O=C(Nc1nc(-c2ccco2)c(-c2ccco2)s1)C1CC(=O)N(c2ccc3c(c2)OCCO3)C1 (configuration not stated),49,-5,15,7,-78,-331,15,0.9
Cn1c(SCC(=O)Nc2ccccc2Oc2ccccc2)nnc1C1CC1,9,1,-1,-4,-3,8,-1,-1.2
Cc1[nH]c2ccccc2c1CCNC(=O)CCC(=O)c1ccccc1,-16,-3,2,2,-5,6,10,1.6
CNc1c(NS(=O)(=O)c2ccc(F)cc2)c(=O)oc2ccccc12,-15,-1,2,-1,-2,6,-8,1.4
CN(C)c1oc(-c2ccccc2)nc1C#N,-11,2,-8,17,11,-311,0,-1.2
COC(=O)c1ccc(C2C(C(C)=O)=C(O)C(=O)N2CCO)cc1 (configuration not stated),-1,1,-5,-4,0,3,-3,-7.8
COc1ccc(C(=O)C2CCCN(Cc3cccn3-c3ccc(Cl)cn3)C2)c(OC)c1 (configuration not stated),-5,-2,-26,-3,-4,-3,-5,76*
CCc1noc(C)c1C(=O)N1CCN(S(=O)(=O)c2ccccc2C(F)(F)F)CC1,8,4,-1,-5,-15,2,-7,-1.3
COc1ccccc1N1CCN(C(=O)CCn2c(=O)[nH]c3ccccc3c2=O)CC1,-17,-1,-6,-2,-1,4,-2,5.9
COC(=O)CSc1cc(C)nc2ccc(OC)cc12,11,0,1,3,-6,-1,-6,-0.9
O=C(Nc1ccc2c(c1)OCO2)c1c(F)c(F)c(F)c(F)c1F,-19,1,18,8,1,6,2,2.4
Nc1ccc2oc(=O)c3ccccc3c2c1,5,-2,3,-6,-26,-11,3,-3.0
Cc1cc(Cl)c(OCCOCCN2CCN(C)CC2)c(Br)c1,-4,0,-4,-11,8,11,-1,1.2
C[C@H](CO)N1C[C@H](C)[C@@H](CN(C)Cc2ccncc2)Oc2ccc(NC(=O)CCCCCC(=O)Nc3ccccc3N)cc2C1=O,-6,-3,0,-7,-5,-21,-14,-0.8
COc1ccc(NC(=O)c2cccc(N3C(=O)C4CCC(C)CC4C3=O)c2)c(OC)c1 (configuration not stated),-7,1,-6,-8,-10,21,-1,1.2
CC(C)[C@H]1COCCS(=O)(=O)N1Cc1cccc(Cl)c1,22,-2,-2,3,-9,5,1,-0.2
CN1CCN(C(=O)c2cnn3c2NC(c2ccccc2)CC3C(F)(F)F)CC1 (configuration not stated),1,0,-2,6,2,27,-8,1.2
COCCCNC(=O)c1ccc(CSCc2ccc(C)cc2)o1,-2,-7,-4,-3,2,9,-1,-1.2
Cc1cc([N+](=O)[O-])ccc1NCc1cccc2ccccc12,6,-3,0,-6,-20,17,25,8.2
Cc1ccc2[nH]c(-c3ccccc3)c(CN3CCCC3)c(=O)c2c1,-6,-3,17,-6,-3,0,13,-1.5
Cc1cc(C)c(S(=O)(=O)NCCn2ccc3ccccc32)c(C)c1,32,-2,3,4,-10,20,-14,1.6
CN(C)C(=O)c1c([N+](=O)[O-])ncn1C,-11,1,6,4,-8,24,10,-1.3
COc1ccc2c(c1OC)C(=O)OC2Nc1nc(-c2cc3cc([N+](=O)[O-])ccc3oc2=O)cs1 (configuration not stated),0,-3,7,65*,60*,11,2,3.8
COC(=O)c1ccc(COc2ccc(CNCc3ccc(Cl)cc3)cc2)cc1,3,-7,-7,-3,-3,13,-4,0.4
Fc1ccc2[nH]c3c(c2c1)CN(C(=S)NCc1ccccc1)CC3,25,29*,0,5,-16,2,3,2.6
COc1ccc(S(=O)(=O)N2CCCCCC2)cc1C(=O)OCC(=O)NC1CCS(=O)(=O)C1 (configuration not stated),3,0,-1,1,2,5,-6,-1.6
COc1cccc(CNC(=O)C(=O)NCC2CCCO2)c1 (configuration not stated),8,1,-8,10,0,24,-12,-0.3
CCOC(=O)C1(CCc2ccccc2)CCN(C2Cc3ccccc3C2)CC1,0,0,-2,-2,-11,22,-2,3.2
CCOc1cc(S(=O)(=O)Nc2ccncc2)ccc1F,-12,1,0,-5,-17,19,-10,1.8
CCn1c(C)[n+](CCOC(C)=O)c2cc(Cl)c(Cl)cc21,21,-3,-6,2,3,17,-1,-0.4
O=C(O)C(=Cc1ccccc1[N+](=O)[O-])c1ccccc1,-11,2,-2,x,x,12,3,0.3
Cc1ccc(Nc2nc(N)nc(-c3oc4ccccc4c3C)n2)cc1,17,3,-3,12,-30,-12,-9,6.5
O=C(Nc1nnc(-c2ccccc2)o1)Nc1ccc(F)cc1F,-6,0,-2,-14,2,6,-6,0.7
